Bioassay records (PubChem)
FEN1 inhibitor = qHTS Assay for the Inhibitors of Human Flap endonuclease 1 (FEN1); P39748; Recombinant FEN1 flap cleavage, fluorescence, 15 min; Potency, µM (titrated, usually from 114 µM), for inactives: at the top dose activity change, negative = inhibition, most hits filed as inhibitors; hit rate 0.35% among 390,000; AID 588795, 2011; also: nearly all actives have a fitted effect of over 65% in size
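Nuclease activity of 10 nM FEN1 was measured after 15 min of room-temperature exposure to titrated compounds, by adding 50 nM flap substrate and reading plates at 0 and 15 min.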
KAT2A inh = qHTS Assay for Inhibitors of GCN5L2. AID 504327, 2011. GCN5L2 HAT assay, ThioGlo1 CoA-SH fluorescence. Potency, µM (series often up to 58.9 µM), for inactives: top-dose activity change, negative = inhibition, most hits filed as inhibitors. Histone acetyltransferase KAT2A (Homo sapiens), Q92830. hit rate 0.21% among 390,000
Target sequence (Q92830 whole entry, looked up): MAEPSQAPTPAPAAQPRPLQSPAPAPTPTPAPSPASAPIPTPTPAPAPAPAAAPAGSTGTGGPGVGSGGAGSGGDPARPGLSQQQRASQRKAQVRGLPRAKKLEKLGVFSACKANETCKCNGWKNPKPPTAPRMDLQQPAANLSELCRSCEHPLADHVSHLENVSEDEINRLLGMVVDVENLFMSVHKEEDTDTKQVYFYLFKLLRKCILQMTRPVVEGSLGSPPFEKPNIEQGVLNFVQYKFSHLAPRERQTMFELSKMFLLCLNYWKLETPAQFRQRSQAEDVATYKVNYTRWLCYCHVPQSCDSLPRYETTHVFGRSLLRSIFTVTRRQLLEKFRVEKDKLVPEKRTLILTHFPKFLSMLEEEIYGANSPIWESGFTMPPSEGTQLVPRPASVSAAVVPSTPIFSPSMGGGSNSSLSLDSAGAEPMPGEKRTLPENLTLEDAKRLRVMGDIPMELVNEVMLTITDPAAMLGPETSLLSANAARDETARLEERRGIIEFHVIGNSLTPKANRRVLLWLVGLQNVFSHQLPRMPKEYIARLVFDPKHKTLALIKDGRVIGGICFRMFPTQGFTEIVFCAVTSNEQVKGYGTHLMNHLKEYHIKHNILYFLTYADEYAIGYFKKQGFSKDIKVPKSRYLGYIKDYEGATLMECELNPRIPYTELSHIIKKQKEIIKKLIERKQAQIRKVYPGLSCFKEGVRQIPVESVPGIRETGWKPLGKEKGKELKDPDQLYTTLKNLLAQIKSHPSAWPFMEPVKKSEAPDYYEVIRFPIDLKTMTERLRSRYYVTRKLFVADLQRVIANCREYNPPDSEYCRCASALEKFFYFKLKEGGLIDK
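ThioGlo1-coupled HAT assay: 20nM GCN5L2, 70uM acetyl-CoA, 75uM H3(1-25) peptide, pH 7.5. Fluorescence read at 340/540nm at start and after 20 min at room temperature.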
N370S GC mod = qHTS Assay for Inhibitors and Activators of N370S glucocerebrosidase as a Potential Chaperone Treatment of Gaucher Disease. hit rate 0.092% among 330,000. Lysosomal acid glucosylceramidase (Homo sapiens), P04062. Potency, µM (highest dose often 59.4 µM), without a hit: at the highest dose activity change, negative = inhibition, hits mostly inhibitors. N370S GC spleen homogenate, 4MU-glucoside fluorescence;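 also: 0% = full enzyme activity and -100% = no enzyme basal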
Active calls of the source: *; ? = inconclusive; nt = not tested or not shown; & = joins results of further samples; [ ] = remark or other dose. Calls follow the shape of the dose curve; as a rule, active = well fitted curve in the direction sought with a large enough effect; inconclusive = small, poorly fitted or top-dose-only effect, or another doubt; inactive = no such curve, though single readings can be large; an effect the other way counts as inactive or inconclusive. Unless noted, % is scaled to controls: 0 for no effect and ±100 for the full control effect; potency is read from the fitted curve at half-maximal effect. Only part of the results is shown, so the mix of outcomes need not match the whole.

SMILES	FEN1 inhibitor	KAT2A inh	N370S GC mod
O=C(CCC(=O)NC1CCCCC1)N/N=C/c1ccncc1	-3%	-4%	2%
COc1ccc(N(CC(=O)NC2CCS(=O)(=O)C2)S(=O)(=O)c2cc(C)ccc2C)cc1 (stereo not given)	7%	2%	nt
O=C(NNC(=O)c1ccc(Cl)nc1)c1ccncc1	-6%	-5%	nt
CC(=O)O[C@H]1CC[C@]2(C)[C@H]3CC=C4[C@@H]5[C@@H](C)[C@H](C)CC[C@]5(C(=O)O)CC[C@@]4(C)[C@]3(C)CC[C@H]2C1(C)C	nt	1%	-4%
COc1ccc2c(c1)C=C([C@@H]1C[C@H]3CN(c4ccccc4)C(=O)[C@]34CCCN14)CO2	-1%	-9%	19%
CC1CCN(S(=O)(=O)c2ccc([N+](=O)[O-])cc2)CC1	-3%	-7%	0%
CCNc1nc(ON=C(C)C)nc(N(C)C)n1	-3%	-4%	-8%
COc1ccc(-c2nc3ccccc3c(=O)n2O)cc1	10%	-24%	-10%
Cc1ccc(C2CC2C(=O)NNC(=S)Nc2ccc(Cl)cc2)cc1 (stereo not given)	-10%	-18%	3%
CCCCNC(=S)N1CCC(Cc2ccccc2)CC1	-1%	-3%	-1%
O=C(NNC(=O)c1ccccc1O)c1ccc(-c2ccc([N+](=O)[O-])cc2)o1	-5%	-18%	4%
O=S(=O)(c1ccc(Cl)s1)N1CCN(CCc2ccccc2)CC1	-13%	-22%	-10%
CCCn1c(SCC(=O)c2ccc3c(c2)OCCO3)nnc1C(C)C	-7%	-2%	-23%
CN(C(=O)CCc1nc(-c2ccccc2F)no1)c1ccccc1	16%	-9%	-7%
CC(=O)N1CCc2cc(S(=O)(=O)CCC(=O)Nc3cccc(F)c3)ccc21	-1%	-4%	3%
Cc1cccc(C)c1NC(=O)CSc1ccc([N+](=O)[O-])cn1	-2%	-4%	10%
O=C(CCSc1nnnn1-c1ccccc1)N1CCOCC1	4%	-3%	13%
O=[n+]1cc(-c2cc3ccccc3o2)n([O-])c2c1CCCC2	0%	-29%	6%
COc1cc(C2=NOC(C(=O)NCc3cccnc3)C2)cc(OC)c1OC (stereo not given)	-4%	-2%	1%
NC(=O)C1CCN(C(=O)CNC(=O)c2ccc(F)cc2)CC1	10%	1%	nt
COc1ccccc1NC(=O)CCC(=O)N(Cc1ccc(OC)c(OC)c1)c1nccs1	-1%	0%	7%
Cc1ccc(NC(=O)/C(=C\c2ccco2)NC(=O)c2ccco2)cc1	-1%	-5%	19%
NC12CC3CC(C1)CC(CC(=O)O)(C3)C2	-1%	16%	-2%
Cn1c(N)c(C(=O)COC(=O)Cc2ccccc2F)c(=O)n(C)c1=O	7%	-1%	nt
O=C(N/N=C/C=C/c1ccccc1)NC1CCCCC1	1%	-15%	24%
CCn1c(SCC(=O)NC2CC2)nnc1-c1cccs1	-10%	-4%	nt
Cc1cccc(Cn2c(SCc3ccc(C(=O)N4CCCCCC4)cc3)nc3ccncc32)c1	1%	-3%	nt
CCOC(=O)CSc1nc(-c2ccccc2)nc2c1oc1ccccc12	-2%	0%	10%
COc1cc2c(cc1NC(=O)COc1ccccc1OC)oc1ccccc12	-6%	-7%	18%
Cc1ccc(C(=O)Nc2ccc3ccccc3n2)cc1	5%	-24%	23%
O=C(NCc1ccccc1Cl)c1ccc(NC2=NC3CS(=O)(=O)CC3S2)cc1 (stereo not given)	10%	-10%	7%
NC(=S)N/N=C/c1cn(-c2ccccc2)nc1-c1cccnc1	?	-9%	-6%
CCC(C)NCCCCOc1ccc(Cl)cc1C (stereo not given)	-3%	1%	-24%
CCCN(CC(=O)Nc1cc(Cl)ccc1Cl)C(=O)/C=C/c1cc(OC)ccc1OC	-19%	-15%	nt
COc1ccccc1OS(=O)(=O)c1ccc(NC(C)=O)cc1	0%	-7%	14%
CCOC(=O)N1CCN([N+]([O-])=NOc2cc(O/N=[N+](\[O-])N(C)C)c([N+](=O)[O-])cc2[N+](=O)[O-])CC1	?	nt	-3%
Cc1cc(/C([O-])=C(/C(=S)Nc2ccc(F)cc2)[n+]2ccccc2)c(C)n1Cc1ccccc1Cl	-4%	-6%	-16%
COc1cc(C(=O)NCC2CCCO2)ccc1OCc1ccc(Cl)cc1Cl (stereo not given)	1%	-13%	-5%
CC(NS(=O)(=O)c1ccccc1)C(=O)NCCc1ccccn1 (stereo not given)	1%	-6%	2%
COc1cccc(/C=N/NC(=O)C(=O)N/N=C/c2cccc(OC)c2OC)c1OC	3%	0%	16%
Cc1ccc(C(=O)NC2=NCCS2)cc1Cl	8%	0%	4%
CN(CC1CCOCC1)C(=O)CC1C(=O)NCCN1Cc1cccc(C(F)(F)F)c1 (stereo not given)	-5%	4%	-1%
Fc1ccc2nc(Nc3ccccc3)sc2c1	-3%	3%	-8%
COc1ccccc1C(=O)Nc1ccc(N2CCCCC2)cc1	-1%	-3%	1%
CCCCn1c(N)c(N(CCOC)C(=O)CSc2nc3ccc(C)cc3[nH]2)c(=O)[nH]c1=O	-9%	-7%	0%

Full records, looked up by structure:
Results for `COc1ccccc1C(=O)Nc1ccc(N2CCCCC2)cc1` = FEN1 inhibitor: -1%; KAT2A inh: -3%; N370S GC mod: 1%
Results for `CCCN(CC(=O)Nc1cc(Cl)ccc1Cl)C(=O)/C=C/c1cc(OC)ccc1OC` = FEN1 inhibitor: -19%; KAT2A inh: -15%; N370S GC mod: nt

(list continues)
SMILES	FEN1 inhibitor	KAT2A inh	N370S GC mod
O=C(NNS(=O)(=O)c1ccccc1)c1ccc([N+](=O)[O-])cc1	45%[activator]	-1%	0%
Cc1cc(C)c(NC(=O)C2CC3CCC2C3)c(C)c1 (stereo not given)	-9%	-2%	-3%
O=C(/C=C/c1ccc(F)cc1)OCC(=O)c1ccc[nH]1	16%	-4%	nt
CC(C)(C)C(=O)Nc1ccc(C(=O)CSc2nnc(C3CC3)n2C2CC2)cc1	0%	-2%	nt
Cc1nn(Cc2ccc(C(=O)N3CCN(C(=O)c4ccco4)CC3)o2)c(C)c1[N+](=O)[O-]	-2%	-3%	-6%
COc1cccc(Cn2c(=O)c(C)nc3cnc(Nc4cccc(OC)c4)nc32)c1	nt	-3%	6%
O=C(ON=C1CCN(S(=O)(=O)c2ccccc2)CC1)c1ccccc1	-3%	0%	3%
COc1cccc(OCCNCc2ccccc2)c1	4%	-7%	-2%
CCc1cc2cc(OC)ccc2nc1SCC(=O)Nc1cc(OC)c(OC)cc1C(=O)O	0%	-3%	14%
COc1ccc(S(=O)(=O)N2CCCC(C(=O)NCc3ccccn3)C2)cc1Cl (stereo not given)	-18%	?	1%
C/C(=N\NC(=O)C1CC1(C)c1ccccc1)c1ccco1 (stereo not given)	0%	0%	1%
CC(=O)Nc1ccc2nc(NC(=O)COc3ccccc3)sc2c1	-7%	-6%	-1%
Cc1ccc(Cl)cc1N1CCN(C(=O)C2CCC(CNS(=O)(=O)c3cccs3)CC2)CC1 (stereo not given)	-5%	-6%	nt
CN(C(=O)CSc1nc2ccccc2n1Cc1ccccc1C#N)c1ccccc1	-13%	-4%	nt
CC(C(=O)N1CCCC1)N1CCN(S(=O)(=O)c2ccccc2)CC1 (stereo not given)	-2%	0%	nt

Molecules shown so far containing an NH in an aromatic ring:
SMILES	FEN1 inhibitor	KAT2A inh	N370S GC mod
CCCCn1c(N)c(N(CCOC)C(=O)CSc2nc3ccc(C)cc3[nH]2)c(=O)[nH]c1=O	-9%	-7%	0%
O=C(/C=C/c1ccc(F)cc1)OCC(=O)c1ccc[nH]1	16%	-4%	nt

The list goes on.
SMILES	FEN1 inhibitor	KAT2A inh	N370S GC mod
CCOc1ccc(-c2cc(NC(=O)Nc3ccccc3C(F)(F)F)c(C(=O)OC)s2)cc1	13%	-8%	nt
C/C=C(/C)C(=O)O[C@@H]1c2c(ccc3ccc(=O)oc23)O[C@@H]1C(C)(C)OC(C)=O	-17%	-5%	-10%
CC(C)c1nc2ccc(Br)cn2c1NC1CCCC1	13%	1%	-21%
O=C(Nc1ccccc1)c1ccc(S(=O)(=O)NCc2cccnc2)cc1	0%	4%	1%
CC1CCN(CCC(=O)Nc2nccs2)CC1	-1%	0%	2%
CC1(C)CC2(CCO1)OC(=O)CC2C(=O)Nc1cccc2ccccc12 (stereo not given)	6%	2%	1%
CCOc1ccc(NC(=O)Cn2nc(-c3ccncc3)ccc2=O)cc1	0%	1%	nt
O=C1CCCN2N=C(SCC(=O)N3CCCCC3)SC2=N1	-3%	-13%	1%
COc1cc(/C=C2\SC(=S)N(NC(=O)c3ccccc3OC)C2=O)ccc1O	?	-15%	-5%
COc1ccc(CCNC(=O)c2ccc(CS(=O)(=O)Cc3cccc(C)c3)o2)cc1OC	-5%&9%	-7%&-12%	0%
CCOC(=O)c1ccccc1NC(=O)c1sc2ncn(Cc3cccc(F)c3)c(=O)c2c1C	17%	-5%	nt
Cn1c(SCc2ccccc2C#N)nc2ccccc2c1=O	2%	-10%	5%
O=c1cc(-c2ccc(O)c(O)c2)oc2ccccc12	nt	-23%	-27%
CSc1ncccc1C(=O)OCC(=O)Nc1ccc(C)c(S(=O)(=O)N2CCOCC2)c1	-3%	-7%	nt
COC(=O)c1ccccc1NC(=O)CSc1nnc(-c2cccc(NC(C)=O)c2)n1C	1%	2%	-3%
Cc1c(C(N)=O)c(-c2ccccc2)nn1-c1ccccc1	-2%	1%	11%
CCCCSCCCNC(=O)Nc1cccc(OC)c1	-6%	0%[0.501 µM]	-1%
c1ccc(-c2nnc(SCc3nc4ccccc4[nH]3)o2)cc1	-9%	-3%	9%
CCNc1cc(Nc2c(C)n(C)n(-c3ccccc3)c2=O)c([N+](=O)[O-])c2nonc12	-4%	-9%	-2%
CCN1C(=O)CC(NC2CCN(C(=O)c3ccc(F)cc3)CC2)C1=O (stereo not given)	6%	1%	5%
COc1ccc(S(=O)(=O)N(CC(=O)NCCSc2ccccc2)c2ccc(C)cc2)cc1	-6%	-9%	nt
Cc1cnc(CNc2nc(-c3ccc(C(=O)N(C)C)cc3)nc3ccccc23)cn1	nt	-14%	-5%
CCOC(=O)c1cnc(C(C)(C)C)[nH]c1=O	-2%	-5%	7%
CC1(C)CC(=O)C=C(N2CCNCC2)C1	-2%	0%	5%[2.35 µM]
Cc1csc2ncnc(N3CCN(C(=S)Nc4ccc(C(F)(F)F)cc4)CC3)c12	-24%	-7%	1%
Nc1c(-c2nc(-c3cccs3)no2)nnn1-c1cccc(Cl)c1	-2%	-7%	nt
CCCN=C1N(CC)C[C@@H]2[C@@H]3C(=O)N(C)C(=O)[C@@H]3[C@](CC)(C(=O)OC)N12	-10%	0%	nt
Cn1nnnc1SCC(=O)Nc1ccccc1-c1ccccc1	-4%	-4%	2%
Cc1c(Cl)cccc1NC(=O)CNc1cccc(C(F)(F)F)c1	6%	-4%	-1%
CCOc1cc(C#N)c(NC(=O)c2ccnn2C)cc1OCC	-3%	1%	3%
CCOC(=O)C1=C(C)N=c2s/c(=C/c3cccc(OCC(=O)O)c3)c(=O)n2C1c1ccc(F)cc1 (stereo not given)	nt	-6%	-10%
Cc1nn(-c2ccccc2)c(C)c1-c1nnc(-c2c(C)nn(-c3ccccc3)c2C)o1	0%	-7%	4%
Cc1ccc2nc(Cl)c(CN(Cc3cccs3)C(=O)C3CC3)cc2c1	-21%	0%	9%
N#Cc1c2n(c3c(=O)[nH]cnc13)CCCC2	7%	1%	-9%
CCCNC(=O)C(Cc1cccc(Cl)c1)NC(=O)c1ccc(C#N)cc1 (stereo not given)	-2%	1%	nt

A run of entries of the results above:
SMILES	FEN1 inhibitor	KAT2A inh	N370S GC mod
N#Cc1c2n(c3c(=O)[nH]cnc13)CCCC2	7%	1%	-9%
CCCNC(=O)C(Cc1cccc(Cl)c1)NC(=O)c1ccc(C#N)cc1 (stereo not given)	-2%	1%	nt
